# Screening data: PubChem, National Center for Advancing Translational Sciences (NCATS)
# NTMT1 inhibitor: Primary qHTS for Inhibitors of N-terminal methyltransferase 1 (NTMT1): MTaseGlo Assay | N-terminal Xaa-Pro-Lys N-methyltransferase 1 (Homo sapiens), Q9BV86 | NTMT1 MTase-Glo SAH luminescence, purified enzyme | Potency, µM (titrated, usually from 114 µM), for the others: at the highest dose activity change, negative = inhibition, usual class: inhibitors | hit rate 2.5% among 59,000 | AID 1645870, 2021;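 further: potency means the concentration at half of the fitted maximal effect; plate controls were DMSO vehicle for no effect and no enzyme for full effect; nearly all actives have a fitted effect of over 65% in size; many of its hits are not listed in these tables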
# Target sequence (Q9BV86 whole entry, looked up): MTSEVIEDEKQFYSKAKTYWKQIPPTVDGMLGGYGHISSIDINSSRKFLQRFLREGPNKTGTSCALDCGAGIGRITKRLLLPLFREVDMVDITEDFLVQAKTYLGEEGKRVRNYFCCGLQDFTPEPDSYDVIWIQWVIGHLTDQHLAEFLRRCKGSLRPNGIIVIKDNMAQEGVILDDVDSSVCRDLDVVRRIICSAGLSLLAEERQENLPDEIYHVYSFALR
# GALK inh: qHTS Assay for Inhibitors of Human Galactokinase (GALK): NCGC Sytravon Library Screen; recombinant GALK, Kinase-Glo ATP luminescence, 1 h; Potency, µM (doses to about 57.5 µM), for inactives: top-dose activity, negative = inhibition, most hits filed as inhibitors; 44,000 tested, under 10 active; P51570;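 further: plate controls were full GALK reaction for no effect and reaction lacking GALK for full effect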
# Target sequence (P51570 whole entry, looked up): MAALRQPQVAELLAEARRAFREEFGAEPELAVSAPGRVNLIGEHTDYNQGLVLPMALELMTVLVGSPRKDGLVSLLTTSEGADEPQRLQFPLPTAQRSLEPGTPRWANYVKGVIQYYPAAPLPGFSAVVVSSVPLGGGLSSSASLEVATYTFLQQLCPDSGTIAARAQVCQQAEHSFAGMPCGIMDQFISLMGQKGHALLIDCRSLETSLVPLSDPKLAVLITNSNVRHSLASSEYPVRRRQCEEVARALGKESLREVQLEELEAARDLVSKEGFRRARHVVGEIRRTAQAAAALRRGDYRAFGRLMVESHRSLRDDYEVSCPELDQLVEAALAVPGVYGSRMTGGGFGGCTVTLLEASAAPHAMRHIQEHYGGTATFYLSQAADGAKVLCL
#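 Reactions with and without enzyme served as controls. GALK at 5 nM phosphorylates 100 uM galactose using 35 uM ATP (HEPES pH 8.0, Mg2+) for 1 h at RT, with luminescence read 10 min after adding Kinase-Glo Plus.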
# p53null 32C tox: qHTS Screen for Compounds that Selectively Target Cancer Cells with p53 Mutations: Cytotoxicity of p53 Null Cells at the Permissive Temperature; H1299-neo p53 null cells, ATP luminescence, 24 h, 32C; Potency, µM (highest dose often 46.1 µM), without a hit: at the top dose activity change, negative = cytotoxicity, most hits filed as cytotoxic; hit rate 0.62% among 55,000; AID 903, 2007;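 further: potency means the concentration at half of the fitted maximal effect; 0% = DMSO only and -100% = full killing by 100 µM tamoxifen; nearly all actives have a fitted effect of over 55% in size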
#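 ATP-content luminescence in p53-null H1299-neo cells after 24 h compound exposure (up to 46 uM) at 32C permissive temperature; 0% and 100% killing set by DMSO and 100 uM tamoxifen; Hill-equation AC50.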
# B2AR arrestin ag: qHTS assay of beta-arrestin-biased ligands of beta2-adrenergic receptor: NCGC Sytravon Library Screen | Beta-2 adrenergic receptor (Homo sapiens), P07550 | HTLA Tango cells, beta-arrestin recruitment, luciferase luminescence, 18 h | Potency, µM (highest dose often 46.1 µM), for inactives: at the top dose activation, actives largely listed as activators | 44,000 tested, under 10 active | AID 1347077, 2019;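 further: potency means the concentration at half of the fitted maximal effect; 0% = DMSO and full agonism = EC100 isoproterenol or metaproterenol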
# Target sequence (P07550 whole entry, looked up): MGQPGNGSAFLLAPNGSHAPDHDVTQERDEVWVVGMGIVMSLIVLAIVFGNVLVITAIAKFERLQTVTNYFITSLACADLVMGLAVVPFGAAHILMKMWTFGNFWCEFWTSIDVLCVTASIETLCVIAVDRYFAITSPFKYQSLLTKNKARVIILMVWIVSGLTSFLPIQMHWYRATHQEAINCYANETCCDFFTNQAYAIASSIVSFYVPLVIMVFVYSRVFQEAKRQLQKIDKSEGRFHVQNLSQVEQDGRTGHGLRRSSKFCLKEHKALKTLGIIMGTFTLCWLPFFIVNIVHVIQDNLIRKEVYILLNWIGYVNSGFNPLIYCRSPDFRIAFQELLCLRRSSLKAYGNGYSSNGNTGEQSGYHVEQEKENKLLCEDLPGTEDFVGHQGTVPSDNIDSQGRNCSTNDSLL
#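 Tango cell line, 1% FBS DMEM; cpd titration up to 46 microM; 18 hr, 37 degrees C, 5% CO2. Luciferin/ATP substrate mix added, 15 min RT, luminescence. %Activity, CRC fitting, curve-class categorization.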
# p53null 39C kill: qHTS Screen for Compounds that Selectively Target Cancer Cells with p53 Mutations: Cytotoxicity of p53 Null Cells at the Nonpermissive Temperature; H1299 p53-null (neo) cells, 39C, ATPlite viability, 24 h; AID 904, 2007; hit rate 0.97% among 55,000; Potency, µM (series often up to 46.1 µM), for the others: top-dose activity, negative = cell killing, usual class: cytotoxic;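 further: potency means the concentration at half of the fitted maximal effect; 0% = DMSO only and -100% = full killing by 100 µM tamoxifen; nearly all actives have a fitted effect of over 50% in size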
#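 Concentration-response (up to 46 uM) was run for 24 h at the nonpermissive 39C on H1299-p53A138V or H1299-neo cells. ATP content was measured with ATPlite luminescence. AC50 values were Hill-modeled after normalizing between DMSO and 100 uM tamoxifen killing.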
# FH mod: Identification of activators of human fumarate hydratase by quantitative high-throughput screening; FH coupled MDH/diaphorase resazurin fluorescence, 15 min; hit rate 0.22% among 54,000; Potency, µM (top dose mostly 79.9 µM), for the others: at the top dose activity change, negative = inhibition, most hits filed as inhibitors; Fumarate hydratase, mitochondrial (Homo sapiens), P07954; further: potency means the concentration at half of the fitted maximal effect; on the % scale 0 is the no-effect control and ±100 the full control effect; the screen sought activators but most active calls are inhibition curves; nearly all actives have a fitted effect of over 45% in size
# TSG101-PTAP inh: qHTS Validation Assay for Inhibitors of HIV-1 Budding by Blocking the Interaction of PTAP/TSG101: Sytravon Library Screen; Tumor susceptibility gene 101 protein (Homo sapiens), Q99816; Fluorescence polarization, FITC-PTAP peptide/Tsg101, 20 min; Potency, µM (top dose mostly 115 µM), without a hit: at the top dose activity change, negative = inhibition, most hits filed as inhibitors; 44,000 tested, under 10 active; further: potency means the concentration at half of the fitted maximal effect; 0% is about no effect
#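 Steps: Tsg101 binding domain (10 uM final) in HEPES pH 7.5/NaCl/Tween 20/EDTA/TCEP; add compound; add FITC-PTAP peptide (50 nM final); incubate 20 min r.t.; read polarization.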
# The depositor's hits bear a star; ? = inconclusive; . = not tested or not shown; [ ] = remark or other dose. The call rests on the fitted dose curve; in most records, active means well fitted curve in the direction sought with a large enough effect; inconclusive means small, poorly fitted or top-dose-only effect, or another doubt; inactive means no such curve, though single readings can be large; an effect the other way counts as inactive or inconclusive. The list is partial; rates above refer to the full screens.
# Second line of a record: NTMT1 inhibitor	GALK inh	p53null 32C tox	B2AR arrestin ag	p53null 39C kill	FH mod	TSG101-PTAP inh
COc1ccc(OC)c(CNC(=O)c2ccc(Sc3ccc(C)cc3)c(N)c2)c1
 : 5%	-2%	40%[activator]	1%	-5%	?	-2%
CC(C)c1ccc(NC(=O)c2cnc3sc(N4CCCC4)nn3c2=O)cc1
 : 7%	-1%	-11%	-1%	-25%	-8%	-2%
Cc1ccc(Cl)cc1NC(=O)N1CCc2cc(S(=O)(=O)N3CCC(C)CC3)ccc21
 : 2%	0%	2%	-3%	-11%	-7%	-2%
CCOC(=O)c1ccc(NC(=O)CSc2nc(-c3ccc(F)cc3)cc(C(F)(F)F)c2C#N)cc1
 : 18%	3%	2%	0%	-18%	5%	-11%
CCC1CN(S(=O)(=O)c2cc(-c3cc(C)no3)ccc2C)c2cc(Cl)ccc2O1 (configuration not stated)
 : -2%	0%	-9%	-1%	0%	-15%	0%
COc1cccc(NS(=O)(=O)c2cc(-c3cnc(C4CC4)o3)ccc2C)c1
 : -22%	1%	-13%	0%	?	-1%	-4%
COc1ccc(CCCc2nnc(SCC(=O)Nc3ccc(OC)cc3)o2)cc1
 : ?	0%	-12%	-2%	27%	3%	-3%
CCCc1noc(-c2ccc(NCc3ccc(C)cc3)c([N+](=O)[O-])c2)n1
 : -3%	3%	3%	-2%	22%	-5%	0%
CCOc1ccccc1NC(=O)c1c2c(nc3ccccc13)C(=O)N(C1CCCCC1)C2
 : -13%	1%	12%	3%	-12%	-21%	-8%
Cc1nc(-c2ccc(S(=O)(=O)Nc3ccc(C#N)cc3)cc2)co1
 : 16%	0%	4%	-1%	44%[activator]	2%	-11%
COc1ccccc1NC(=O)C1=C(C)Nc2nc(SCC(=O)c3ccc(C)cc3)nn2C1c1ccc(F)cc1 (configuration not stated)
 : -4%	-1%	4%	0%	35%[activator]	-15%	0%
Cc1ccc(NCc2cccn2-c2nnc(N3CCC(C(=O)NCc4ccc(OC(C)C)cc4)CC3)s2)cc1
 : 18%	-10%	21%	0%	0%	-15%	1%
COc1ccc(N2CC(NC(=O)C3CCCCC3)CC2=O)cc1OC (configuration not stated)
 : 0%	-2%	3%	-1%	19%	3%	-4%
COc1ccccc1-c1cc2nc(C)c(CCC(=O)NCc3cccc(Cl)c3)c(C)n2n1
 : 89µM*	-1%	6%	-2%	15%	?	-6%
Cc1nn2c(=O)cc(COC(=O)c3ccc(NC(=O)COc4ccccc4F)cc3)nc2s1
 : ?	5%	-1%	-1%	4%	-19%	-1%
Cc1ccc(Sc2c(C)nn(C(C)(C)C)c2OC(=O)CC(C)C)cc1
 : 3%	4%	19%	0%	38%[activator]	-7%	0%
CCOc1ccc(-c2nonc2NC(=O)c2ccco2)cc1
 : 15%	0%	-5%	-1%	0%	6%	-7%
Cn1c(SCc2cccc(F)c2)nc2c([nH]c3ccccc32)c1=O
 : 22%	2%	0%	1%	31%[activator]	2%	-4%
COc1ccc(Cn2c(C(=O)O)c(CNCc3cccs3)c3ccc(C)cc32)cc1
 : 7%	1%	-11%	2%	-11%	-12%	-9%
COCCNC(=O)CSc1c2c(nc3cc(Cl)ccc13)CCCC2
 : 3%	-5%	1%	0%	97%[activator]	-2%	-1%
COc1cccc(/C=C(\C#N)c2nc3ccccc3c(=O)[nH]2)c1OC
 : -3%	-4%	4%	0%	-6%	3%	0%
COc1cc(NC(=O)C2=CC(c3ccc(F)cc3)=NS(=O)(=O)N2C)cc(OC)c1OC
 : 10%	?	-28%	-3%	-43%	-17%	-1%
COc1cc2[nH]c(=O)n(CCCC(=O)N3CCN(c4cccc(C(F)(F)F)c4)CC3)c(=O)c2cc1OC
 : ?	1%	16%	1%	0%	-13%	-3%
CSc1ccc(CCNC(=O)c2ccc3c(c2)c(C)c(C)n3Cc2ccc(F)cc2)cc1
 : -2%	-2%	8%	0%	-6%	-7%	-8%
COc1ccccc1CNC(=O)CCCCn1c(=O)c2ccccc2n(Cc2ccccc2C)c1=O
 : -1%	0%	7%	0%	-7%	-3%	-4%
Cc1ccc(CNC(=O)C2CCN(Cc3nc(-c4cccc(Br)c4)oc3C)CC2)cc1
 : -9%	2%	-1%	-1%	9%	4%	-2%
Cc1ccc(NC(=O)CN2C(=O)CSc3ccc(S(=O)(=O)N4CCCC4)cc32)cc1F
 : 0%	2%	13%	0%	-19%	-19%	-1%
CCOc1ccc(NC(=O)CSc2nc(C)c(C(=O)Nc3ccccc3)c(-c3ccc(Cl)cc3)c2C#N)cc1
 : 6%	-17%	17%	0%	-12%	-18%	41%[activator]
Cc1ccc(NC(=O)/C(C#N)=C/c2cc(C)n(-c3ccc(F)cc3)c2C)cc1C
 : 6%	1%	-1%	0%	-1%	-8%	-4%
CCOc1ccc(N(CC)S(=O)(=O)N2CCCC(C(=O)NCCc3ccccc3OC)C2)cc1 (configuration not stated)
 : 7%	0%	7%	0%	-9%	-9%	-5%
Brc1ccc(CN2CCc3nc(Nc4ccccc4)ncc3C2)s1
 : -1%	-2%	1%	0%	?	-14%	-1%
COc1ccc(C(=O)Oc2c(Sc3ccccc3)c(C)nn2-c2ccccc2)c(OC)c1
 : 9%	0%	?	0%	?	?	-4%
CC(C)(C)c1ccc(S(=O)(=O)N2CCN(Cc3noc(CCC(=O)N4CCCCC4)n3)CC2)cc1
 : 6%	2%	5%	2%	-10%	-1%	1%
CCN(CC)c1ccc(-c2nc(-c3ccccn3)no2)cc1[N+](=O)[O-]
 : ?	3%	-7%	-2%	-1%	-16%	1%
CN1CCN(C(=O)C(=O)Nc2c3c(nn2-c2cccc(Cl)c2)CSC3)CC1
 : -2%	-8%	0%	-4%	7%	4%	-2%
COc1cccc(N2CC(NC(=O)c3cccs3)CC2=O)c1 (configuration not stated)
 : 13%	-1%	-6%	-4%	33%[activator]	4%	-1%
CC(C)Cn1c(SCc2cccc(F)c2)nc2ccsc2c1=O
 : 14%	1%	-1%	0%	-12%	-11%	0%
CCOc1ccc(CCNC(=O)CSCc2nc(-c3cccc(C)c3)oc2C)cc1OCC
 : -3%	5%	-6%	7%	-13%	?	-11%
Cc1ccc(/C=C(\C#N)C(=O)Nc2cccc(Br)c2)o1
 : 5%	0%	-4%	1%	20%	6%	15%
O=C(NCc1ccc(Cl)cc1)C1(c2cccs2)CCOCC1
 : ?	3%	4%	-4%	-15%	-5%	-3%

# A different layout for 2 compounds above:
SMILES	NTMT1 inhibitor	GALK inh	p53null 32C tox	B2AR arrestin ag	p53null 39C kill	FH mod	TSG101-PTAP inh
CN1CCN(C(=O)C(=O)Nc2c3c(nn2-c2cccc(Cl)c2)CSC3)CC1	-2%	-8%	0%	-4%	7%	4%	-2%
Cc1ccc(NC(=O)CN2C(=O)CSc3ccc(S(=O)(=O)N4CCCC4)cc32)cc1F	0%	2%	13%	0%	-19%	-19%	-1%

# The list continues:
# Second line of a record: NTMT1 inhibitor	GALK inh	p53null 32C tox	B2AR arrestin ag	p53null 39C kill	FH mod	TSG101-PTAP inh
O=C(NCc1ccccc1)C(=O)NCC(c1ccco1)S(=O)(=O)c1ccc(Cl)cc1 (configuration not stated)
 : 9%	1%	7%	-3%	-4%	-16%	3%
Cc1ccc(C)c(CN2C(=O)N(c3cc(Cl)ccc3C)S(=O)(=O)c3ccccc32)c1
 : -1%	-7%	-8%	-2%	-14%	-19%	0%
COc1ccc(N2CCN(C(=O)c3ccc(CS(=O)(=O)c4ccc(Br)cc4)o3)CC2)cc1
 : 2%	-9%	3%	1%	1%	-8%	-13%
CC1CCN(S(=O)(=O)c2ccc3c(c2)N(CC(=O)NC(C)C)C(=O)CO3)CC1
 : -1%	4%	-25%	-2%	29%	4%	0%
CC1=Nc2cc(C(=O)NC3CCCC3)ccc2Sc2ccc(Cl)cc21
 : 5%	3%	-4%	-2%	13%	-9%	-1%
CC(C)c1ccc(NC(=O)c2ccc(Cn3nc(N4CCN(c5ccccc5)CC4)ccc3=O)o2)cc1
 : -7%	0%	-14%	0%	-5%	-14%	-2%
O=C(c1cccc([N+](=O)[O-])c1)N1c2nc(-c3ccco3)nn2C2(CCCCC2)[C@@H]2CCCC[C@@H]21
 : -12%	-1%	-4%	-1%	2%	-7%	-1%
CCn1c(=O)n(CC)c2cc(N3CCCC3)c(NC(=O)Nc3cc(C)cc(C)c3)cc21
 : 1%	1%	-18%	0%	?	?	-4%
Cc1ccc2nc(-c3ccsc3)c(Nc3ccc(C(C)C)cc3)n2c1
 : 0%	3%	9%	0%	5%	-20%	-5%
O=C(NCCS(=O)(=O)N1CCN(c2ccc(F)cc2)CC1)C1CC(=O)N(c2ccccc2)C1 (configuration not stated)
 : 9%	5%	-1%	-1%	-1%	4%	-4%
COc1cccc(CNC(=O)CN(c2ccc(C)cc2)S(=O)(=O)N(C)C)c1OC
 : 2%	8%	?	0%	3%	-1%	0%
O=C(NCc1ccc(F)cc1)c1c(O)nc2ccccn2c1=O
 : 2%	-1%	-1%	-1%	-9%	-7%	-5%
Cc1cc(C)n2nc(-c3ccc(Cl)cc3)nc2n1
 : 5%	0%	-25%	6%	-29%	-3%	2%
Cc1ccc(NC(=O)CN2C(=O)c3cccnc3Sc3ccccc32)c(Br)c1
 : ?	-3%	-4%	0%	-1%	-1%	-5%
O=c1c2ccccc2nc(-c2ccc(Cl)cc2)n1CCCCOc1ccc(F)cc1
 : 12%	0%	-8%	-2%	-4%	1%	-2%
Cc1ccnc2nc(NC(=O)c3ccccc3Cl)nn12
 : ?	2%	0%	-1%	-18%	-2%	-4%
CC(=O)Nc1ccc(Nc2nc3ccc(C)cc3n3nnnc23)cc1
 : .	2%	-4%	0%	?	.	6%
COc1ccccc1CNC(=O)C(=O)NCC(c1ccco1)S(=O)(=O)c1ccc(F)cc1 (configuration not stated)
 : -11%	-8%	-8%	-3%	6%	-8%	1%
O=C(C1CCN(S(=O)(=O)c2cccc3nonc23)CC1)N1CCN(c2cccc(Cl)c2)CC1
 : -19%	2%	2%	-3%	-1%	-10%	2%
CCOc1ccc(C(=O)c2oc3ccccc3c2NC(=O)c2cc(-c3ccccc3)on2)cc1
 : 17%	0%	-5%	-1%	-12%	0%	3%
